From PubChem
mABHD4 FP: ABHD4 inhibitors, primary screen, biochemical, fluorescence polarization, mouse | (Lyso)-N-acylphosphatidylethanolamine lipase (Mus musculus), Q8VD66 | purified mABHD4, FP-Rh probe fluorescence polarization | inhibition, % at 8.92 µM | hit rate 0.54% among 370,000 | AID 720543, 2013;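 active = inhibition exceeding the mean over every tested compound plus 3 SD, cut at about 30% in these data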;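 note: 0% = plate median of compound wells and 100% = S159A mutant with DMSO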
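Material: mouse ABHD4 enzyme, wild type; Benchmarks: S159A mutant high control, sample median low control; Buffer or medium: HEPES pH 7.0, NaCl, Pluronic buffer; Signal: fluorescence polarization; Read-out: percent inhibition of probe binding, normalized to plate controls; Timing: pre-incubation 45 min, probe exposure 60 min, at 25 °C; Dosing: 8.92 µM, single dose.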
Rev-erbA mod: modulators of Rev-erb alpha DNA binding, primary screen, biochemical, FITC-DNA, fluorescence polarization, uHTS; Rev-erbα–FITC-DNA binding, 90 min; hit rate 0.79% among 370,000; AID 1259318, 2017; Nuclear receptor subfamily 1 group D member 1 (Homo sapiens), P20393; activity, % at 10 µM;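 active = activity above about 14%, limit read from the data; passing the limit was not always enough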;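 note: 0% = DMSO wells with 35 nM protein and 100% = DMSO wells with 750 nM protein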
LEDGF integ inh: blockers of LEDGF/p75-dependent integrase strand transfer – biochemical, TR-FRET, high throughput, primary screen | HIV-1 integrase (with human LEDGF/p75) | TR-FRET IN-LEDGF/p75 DNA integration, Eu/Cy5 | inhibition, % at 3.7 µM | hit rate 0.64% among 370,000 | AID 743269, 2014;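 active = inhibition above the screen-wide mean plus 3 SD, cut at about 13% in these data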;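 note: signal is the Cy5 over europium emission ratio at 671 and 618 nm; 0% = plate median of compound wells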
TCR CD3 inh: inhibitors of human TCR-CD3 interaction, primary screen, biochemical, fluorescence, TAMRA-labeled TCR probe | hit rate 0.37% among 360,000 | T-cell receptor (TCR) | inhibition, % at 9.4 µM; in the data active = inhibition above about 19%;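 note: recombinant mutant TCR 2C K166C tagged with TAMRA read by polarization; 0% = receptor in buffer alone and 100% = receptor with positive control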
SIAE primary: human SIAE inhibitors, primary screen, biochemical, fluorescence polarization, FP-Rh probe, 1536-well HTS. Sialate O-acetylesterase (Homo sapiens), Q9HAT2. SIAE FP-Rh probe binding. inhibition, % at 9.66 µM. hit rate 0.69% among 370,000. AID 1053197, 2014;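 active = inhibition above a cutoff: mean of compounds within the control limits plus 3 SD of those, cut at about 17% in these data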;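 note: 0% = plate median of compound wells and 100% = probe without SIAE protein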
Target sequence (Q9HAT2 whole entry, looked up): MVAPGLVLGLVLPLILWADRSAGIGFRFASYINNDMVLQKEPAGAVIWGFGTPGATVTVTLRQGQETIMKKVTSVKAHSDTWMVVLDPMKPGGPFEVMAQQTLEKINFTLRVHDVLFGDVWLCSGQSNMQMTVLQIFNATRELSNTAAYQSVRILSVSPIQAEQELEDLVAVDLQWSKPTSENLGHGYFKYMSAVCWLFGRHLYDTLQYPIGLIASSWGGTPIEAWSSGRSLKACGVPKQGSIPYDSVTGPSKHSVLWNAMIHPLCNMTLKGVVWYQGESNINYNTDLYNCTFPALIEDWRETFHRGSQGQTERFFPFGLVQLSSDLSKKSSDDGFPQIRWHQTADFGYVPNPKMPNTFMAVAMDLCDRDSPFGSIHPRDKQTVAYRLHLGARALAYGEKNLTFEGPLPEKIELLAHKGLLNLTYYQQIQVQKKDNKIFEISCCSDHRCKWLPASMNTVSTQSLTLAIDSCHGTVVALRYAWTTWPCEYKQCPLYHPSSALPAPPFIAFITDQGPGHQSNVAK
PRMT1 FP inh: PRMT1 methyltransferase inhibitors, primary screen, biochemical, fluorescence polarization; hit rate 1.3% among 370,000; Protein arginine N-methyltransferase 1 (Homo sapiens), Q99873; recombinant PRMT1, activity-based probe fluorescence polarization; inhibition, % at 2.79 µM;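 active = inhibition above about 21% made by adding two undisclosed values, limit read from the data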
HTRA1 inh: HTRA1 serine protease inhibitors, primary screen, biochemical, fluorescence polarization, HTS; hit rate 0.5% among 340,000; inhibition, % at 5.96 µM; recombinant HTRA1, FP-rhodamine activity-based probe; Q92743; in the data active = inhibition above about 36%;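 note: 0% = enzyme with DMSO and 100% = wells lacking enzyme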
rCAG binder: binders of r(CAG) RNA repeats, primary screen, biochemical, fluorescence; hit rate 1.3% among 370,000; AID 651821, 2012; inhibition, % at 3 µM; r(CAG) RNA repeat, TO-PRO-1 dye displacement fluorescence;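 active = inhibition above the plate cutoff, the mean of all test compounds on that plate plus 3 SD, cut at about 35% in these data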;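 note: 0% = DMSO alone and 100% = 100 µM mitoxantrone as full dye displacement; higher means more dye released from RNA so lower well fluorescence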
PG9 binder: binders of HIV-1 gp120 antibody PG9, primary screen, biochemical, TR-FRET. AID 624416, 2012. inhibition, % at 6.7 µM. TR-FRET gp120-PG9 antibody binding. HIV-1 gp120 / PG9 antibody interaction. hit rate 0.43% among 360,000; in the data active = inhibition above about 8.5%
TDP2 inh: human TDP2 enzyme inhibitors, primary screen, biochemical, epi absorbance, recombinant enzyme | hit rate 0.34% among 370,000 | T5PNP hydrolysis, p-nitrophenol absorbance 415 nm | AID 720702, 2013 | inhibition, % at 12.8 µM | Tyrosyl-DNA phosphodiesterase 2 (Homo sapiens), O95551;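 active = inhibition above the mean of all tested compounds plus 3 SD, set per campaign, cut at about 25% in these data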;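 note: 0% = DMSO with enzyme and 100% = buffer with substrate but no TDP2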
Target sequence (O95551 whole entry, looked up): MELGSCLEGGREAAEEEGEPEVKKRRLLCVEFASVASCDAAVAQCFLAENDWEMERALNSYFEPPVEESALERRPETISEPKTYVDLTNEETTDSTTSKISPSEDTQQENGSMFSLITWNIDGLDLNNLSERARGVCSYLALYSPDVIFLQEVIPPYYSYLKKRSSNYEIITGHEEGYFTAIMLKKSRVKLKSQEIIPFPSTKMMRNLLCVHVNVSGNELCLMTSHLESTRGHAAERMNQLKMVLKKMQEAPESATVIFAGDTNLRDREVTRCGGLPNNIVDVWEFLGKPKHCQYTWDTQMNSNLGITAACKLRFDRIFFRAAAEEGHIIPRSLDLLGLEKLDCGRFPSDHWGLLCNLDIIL
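Assay system: Recombinant human TDP2 | Quantity: 120 nM TDP2 per well | Incubation: 2 h at 37 °C | Signal: Epi absorbance | Evaluation: Percent inhibition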
The depositor's hits bear a star; . = not tested or not shown.

Order of values – mABHD4 FP, Rev-erbA mod, LEDGF integ inh, TCR CD3 inh, SIAE primary, PRMT1 FP inh, HTRA1 inh, rCAG binder, PG9 binder, TDP2 inh
Cc1ccc(NS(=O)(=O)c2cccc(C(=O)NCC(c3ccco3)N3CCCC3)c2)cc1 (stereo not given)
  -6, 2, -1, 1, -2, -2, -10, 6, 1.1, 1
CC(C)(C)c1ccc(C(CC(=O)O)NC(=O)C23CC4CC(CC(C4)C2)C3)cc1 (stereo not given)
  4, 6, 1, -3, 0, 2, -2, 17, 0.1, 4
O=C(NC1CCCc2c1cnn2-c1cc(F)cc(F)c1)c1ccc[n+]([O-])c1 (stereo not given)
  0, -3, -6, -8, -1, 6, 1, -6, -1.3, -4
Cc1cc(C)nc(-n2ncc3c2CCCC3=O)n1
  -4, -2, 2, -1, 7, -3, 7, -2, 0.0, 1
COc1ccc(S(=O)(=O)Nc2ccccc2C(=O)N2CCCCC2)cc1C
  -2, -6, 3, 16, -10, 1, 3, -1, -0.9, 9
CCOC(=O)c1ccc2[nH]c(C)c(CN3CCN(C)CC3)c(=O)c2c1
  -2, -5, -1, 0, 1, -2, -5, 0, -1.1, 6
Cn1c(=O)c2c(-c3ccc(C(C)(C)C)cc3)n(CC3CCCO3)cc2n(C)c1=O (stereo not given)
  -5, 1, -1, 3, 3, 0, 3, -1, 0.7, -5
O=C(N/N=C/C(Br)=C/c1ccccc1)C1CC1
  -6, -2, 4, -1, -3, 2, -4, 2, -2.4, 2
O=C(N1CCOCC1)C(F)(F)C(F)(F)C(F)(F)C(F)(F)C(=O)N1CCOCC1
  -6, 1, 0, -5, 4, -1, -3, 0, -0.3, -4
C1=C[C@@H]2CCN(Cc3ccccc3)Cc3cccc(c32)C1
  0, 2, 0, 5, 5, 1, -8, -1, -2.7, -7
COc1ccc(N(C(=O)c2cccc(OC)c2OC)C2C=CS(=O)(=O)C2)cc1 (stereo not given)
  -7, 6, -5, -5, -4, 2, -7, -4, 0.7, -10
CCN(C(=O)CN1C(=O)COc2ccc(S(=O)(=O)N3CCOCC3)cc21)c1ccc(OC)cc1
  3, -4, 3, -2, 11, -2, -5, -4, 1.0, -14
CC(C)(C)N1C(=O)c2ccc(C(=O)Nc3cc(C(=O)O)cc(C(=O)O)c3)cc2C1=O
  -1, 9, 4, 7, 3, -3, 2, 9, 0.5, 8
CC(C)OCc1ccc(C(=O)N2CCN(CC(=O)N3CCCC3)CC2)cc1
  3, -3, 1, 3, -3, -4, 7, 3, 0.6, -1
COc1ccc(C(=O)Oc2ccc3c(c2)OCO3)cc1OC
  1, -1, 2, -7, -9, 5, -5, -1, 0.2, 2
C[C@]12C=CC(=O)C=C1CC[C@H]1[C@@H]3C[C@@H](O)[C@](O)(C(=O)CO)[C@@]3(C)C[C@H](O)[C@@]12F
  8, 1, -2, -5, -2, 0, 9, 1, -1.7, 7
COc1ccc(CCNC(=O)C2CCN(C(=O)c3ccc(OC)c(OC)c3)CC2)cc1
  0, 1, 1, 7, -4, -2, -8, -6, 0.9, -5
Cc1c(Cc2ccccc2)c(=O)oc2cc(OCc3ccc(C(=O)O)cc3)ccc12
  0, -7, 3, 2, -9, 1, -2, 4, -0.7, 1
O=C(CCn1c(=S)[nH]c2ccccc2c1=O)NCCCN1CCOCC1
  0, 1, -1, 6, 2, -3, -1, 0, 1.9, 5
NS(=O)(=O)c1ccc(CCNC(=O)CSCC(=O)Nc2ccc(Cl)cc2)cc1
  -1, 8, 1, 1, -3, -4, -1, 10, -1.8, 7
CC(=O)c1ccc(OC(=O)N(c2ccccc2)c2ccccc2)cc1
  -8, -6, -2, -1, -2, 2, -4, -10, 1.3, -3
O=C(/C=C/c1ccc(F)cc1)NC(=S)NNC(=O)[C@H]1C[C@@H]1c1ccccc1
  -3, -1, -6, 0, -7, -4, 15, 27, 0.2, -10
CCN(CC)c1ccc(CNc2nc3ccccc3n2C(C)C)cc1
  9, 1, -2, -6, 4, 6, 1, -7, -1.2, -8
CC(C)(C)NC(=O)C(c1ccncc1)N(C(=O)c1csnn1)c1ccccc1 (stereo not given)
  -2, -3, 3, -4, -1, -4, 3, -7, 0.1, 8
CCc1ccc(/C(C)=N\Nc2ccc([N+](=O)[O-])cc2)cc1
  9, -4, 0, 5, 4, -4, -5, 15, -1.7, -6
O=C(CSc1n[nH]c(=O)[nH]c1=O)c1ccc([N+](=O)[O-])cc1
  0, 2, -4, 3, -3, 9, -6, 2, -0.7, -4
O=C(CCN1C(=O)C2CCCCC2C1=O)Nc1nc(-c2ccccc2)cs1 (stereo not given)
  -4, 2, -3, -2, -9, 4, -2, -2, 0.0, 6
CCCCc1ccc(-c2nc(N)n[nH]2)cc1
  -1, -4, 5, -3, 10, -2, -5, 0, 1.4, 3
O=C(NCCc1nnc2ccc(NCCCN3CCOCC3)nn12)c1ccccc1F
  3, -3, -1, -4, -1, -2, 0, -3, 1.1, 6
O=[N+]([O-])C1=CC=C2C(=NC3(CCCCC3)N2O)C1=NC1CCCCC1
  8, 4, 4, 56*, 1, 6, 10, -2, -1.5, -5
COc1ccccc1CNC(=O)c1cnccn1
  10, -7, -1, 10, -2, -1, -3, 3, -1.5, -8
O=C(Nc1ccc2c(c1)OCO2)c1ccccc1SCC(=O)N1CCCC1
  9, 6, 1, 11, 2, -1, 5, -2, -0.7, -1
CSc1ccccc1NC(=O)COc1ccc2c(c1)OCO2
  -4, -4, -1, -5, 10, 4, -2, 0, 0.8, -2
O=C(CSc1ccc(Br)cc1)N1CCN(C(=O)c2ccco2)CC1
  2, -3, -1, -2, 6, -4, -2, -5, -2.8, 7
Nn1c(SCC(=O)Nc2c(Cl)cccc2Cl)nncc1=O
  10, 0, 1, 6, 16, 7, -1, 0, 0.3, 6
CC(C)Sc1nc2c(c(=O)n1-c1ccc(F)cc1)SCC2
  -3, 15, 3, 1, 3, 1, 0, -3, -0.3, 2
O=C(O)CCCCCNc1ccc2nsnc2c1[N+](=O)[O-]
  0, 4, -4, -1, 9, -2, 0, 1, -1.2, 12
O=C(NCc1ccccc1)c1ccc(NC(=O)c2ccccc2F)cc1
  -11, -3, 3, 1, -4, 1, -2, -3, 2.5, -9
CCN1C(=O)[C@@H]2[C@@H](c3ccc(SC4CCCCC4)cc3)N3CCCC[C@@]3(C(=O)OC)[C@@H]2C1=O
  -8, -2, 2, -2, -1, 5, -7, 7, 0.8, 2
CC(C)Cn1c(=O)c(-[n+]2ccccc2)c([O-])c2ccccc21
  6, 3, 0, 1, -2, -2, -4, 1, 0.8, 3
CCC(CC)C(=O)OCC(=O)NC12CC3CC(CC(C3)C1)C2
  -3, -2, 14*, -5, -7, 1, -5, -9, 0.3, 3
Cc1ccc(Cn2c(=O)c3ccccc3n3nc(C)cc23)cc1
  2, -1, 4, -1, -2, 2, -2, 0, -1.6, -5
COCCSc1nnc(NC(=O)Cc2cccs2)s1
  1, 8, 2, 0, -2, -3, -9, 2, 0.2, 4
O=C(COC(=O)C1CC1)Nc1ncc(C(F)(F)F)cc1Cl
  6, -6, -1, -3, -1, 2, 8, 4, 1.9, 7
COc1ncnc(OC)c1S(=O)(=O)NCc1ccccc1
  1, 1, -2, 4, -4, 3, -3, -5, -1.9, -7
O=C(c1ccc(N2CCCS2(=O)=O)cc1)N1CCN(c2ccccc2)CC1
  0, -3, 3, 9, -5, 1, -3, 2, -1.1, 2
CC(=O)NC(CC(=O)OCC(=O)c1c(N)n(CC(C)C)c(=O)n(C)c1=O)c1ccccc1 (stereo not given)
  -7, 0, -8, 0, -7, 11, 10, -9, 2.3, -13
COc1ccc(C2C(=O)c3ccccc3C2=O)cc1OC
  0, 0, -2, -1, 1, 3, 7, 4, -11, -2
Cc1c(Cl)c([N+](=O)[O-])nn1CCCC(=O)N(Cc1ccccc1)Cc1ccccc1
  -6, 0, 3, 4, 9, -3, -12, -4, -0.8, 0
Cc1cc(C)nc(N2CCC(C(=O)N(C)CCc3ccccn3)CC2)n1
  -7, 3, 3, ., 11, -9, ., 0, ., -3
COc1cc(OC)cc(C(=O)NNC(=O)CN2C(=O)NC(C)(c3ccccc3)C2=O)c1 (stereo not given)
  1, 3, 1, 0, -5, -2, -8, -7, -2.5, 1
C[C@@H]1CN([C@@H](C)CO)S(=O)(=O)c2ccc(Br)cc2O[C@@H]1CN(C)C(=O)c1ccccn1
  3, -4, -1, 0, -7, -6, -1, 2, 2.8, -4
O=C1c2oc3ccc(Cl)cc3c(=O)c2C(c2cccc(Br)c2)N1CCO (stereo not given)
  -9, 1, 6, 3, -7, -2, -12, -2, -0.2, -15
COc1ccc(CCNC(=O)COc2ccccc2[N+](=O)[O-])cc1OC
  4, 0, -6, 1, -3, 2, 4, 1, 0.9, -10

Sorted by count of non-hydrogen atoms (lowest first): some entries from above
Order of values – mABHD4 FP, Rev-erbA mod, LEDGF integ inh, TCR CD3 inh, SIAE primary, PRMT1 FP inh, HTRA1 inh, rCAG binder, PG9 binder, TDP2 inh
CC(C)Sc1nc2c(c(=O)n1-c1ccc(F)cc1)SCC2
  -3, 15, 3, 1, 3, 1, 0, -3, -0.3, 2
Cc1ccc(Cn2c(=O)c3ccccc3n3nc(C)cc23)cc1
  2, -1, 4, -1, -2, 2, -2, 0, -1.6, -5
CC(=O)NC(CC(=O)OCC(=O)c1c(N)n(CC(C)C)c(=O)n(C)c1=O)c1ccccc1 (stereo not given)
  -7, 0, -8, 0, -7, 11, 10, -9, 2.3, -13

Some of the compounds tested; count on the stated rates, not on these rows.
